# RECQ1 inh – RECQ1 (human) helicase inhibition; P46063; hit rate 0.54% among 240,000; RECQ1 DNA unwinding, red fluorescence kinetic read; Potency, µM (titrated, usually from 57.3 µM), for the others: at the top dose activity, negative = inhibition, usual class: inhibitors;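 also: plate controls were vehicle for no effect and no enzyme for full effect; nearly all actives have a fitted effect of over 30% in size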
#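 50 nM RECQ1T1 preincubated 15 min with compound in Tris pH 8.0 buffer with MgCl2, DTT, Tween-20 and 2.5 ug/ml poly(dI-dC); started with 200 nM TAMRA/BHQ-2 forked duplex and 2 mM ATP. Unwinding read as fluorescence (525/598 nm), two reads 2 h apart.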
# Luc counter – counter-screen: inhibitors of Kinase-Glo firefly luciferase. hit rate 0.28% among 200,000. Potency, µM (highest dose often 38.3 µM), for inactives: at the highest dose activity change, negative = inhibition, usual class: inhibitors. AID 1379. Kinase-Glo luciferase, ATP luminescence, 8 min; also: % is scaled to controls: 0 for no effect and ±100 for the full control effect; nearly all actives have a fitted effect of over 60% in size
#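 Compound is pinned into ATP-containing buffer (10 uM ATP, imidazole pH 7.2, 7 mM MgCl2). Kinase-Glo luciferase reagent is then added. Light output is recorded following an 8-min room-temperature incubation.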
# LMNA splice mod – changes lamin A minigene splicing in HeLa cells | HeLa LMNA splicing GFP/RFP minigene ratio, 48 h | Potency, µM (titrated, usually from 46.1 µM), for the others: at the highest dose ratio change, negative = inhibition, usual class: inhibitors | hit rate 0.01% among 200,000; active = well fitted inhibition curve with a large enough effect in the signal ratio, with a control signal flat, not every such curve was filed as active; inconclusive = small, poorly fitted or top-dose-only effect, or effect the other way, or a change in a side signal; the % refers to the signal ratio; also: % is scaled to controls: 0 for no effect and ±100 for the full control effect
#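 S3 HeLa stable clones carrying a lamin A-EGFP splicing minigene plus DsRed2 were seeded at 600 cells/well in Opti-MEM with 2% FBS, pin-dosed and incubated 48 h at 37°C. Acumen cytometry (488 nm) gave the GFP/RFP total-intensity ratio.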
# SMN2 splice up – increases expression of the SMN2 splice variant; hit rate 2.8% among 210,000; HEK293 SMN2-luciferase splicing reporter, luminescence, 30-36 h; Potency, µM (series often up to 46.1 µM), inactives show top-dose activity change, positive = activation, hits mostly activators; also: % of control where 0% means no effect; nearly all actives have a fitted effect of over 55% in size
#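 HEK293 cells carry an SMN2 […]–luciferase reporter in which exon 7 inclusion puts luciferase in frame. Cells were plated 10-12 h before compound addition, then incubated 30-36 h at 37C. ONE-Glo luminescence was read; sodium butyrate at 4.5 mM final served as control.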
# L3MBTL1 inh – inhibitors of human L3MBTL1 | hit rate 0.66% among 230,000 | Potency, µM (highest dose often 57.1 µM), for inactives: top-dose activity, negative = inhibition, hits mostly inhibitors | Q9Y468 | AlphaScreen L3MBTL1–H3K9me1 peptide binding; also: % is scaled to controls: 0 for no effect and ±100 for the full control effect; nearly all actives have a fitted effect of over 60% in size
#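 AlphaScreen proximity signal between nickel-chelate acceptor and streptavidin donor beads (final 10 ug/mL) reports binding of 50 nM L3MBTL1 to 75 nM biotin-H3 K9me1 peptide; complex incubated with compounds 30 min at room temperature; cefsulodin titration as control.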
# ALDH1A1 inh – ALDH1A1 (human) enzyme inhibition; P00352; Purified ALDH1A1, NADH fluorescence, propionaldehyde substrate; Potency, µM (series often up to 75.3 µM), without a hit: at the top dose activity, negative = inhibition, hits mostly inhibitors; hit rate 7.3% among 220,000; AID 1030; active = well fitted inhibition curve with a large enough effect, not every such curve was filed as active; inconclusive = small, poorly fitted or top-dose-only effect, or another doubt; inactive = no such curve, though single readings can be large or run the other way;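 also: plate controls were no enzyme wells and a reference inhibitor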
# Target sequence (P00352 whole entry, looked up): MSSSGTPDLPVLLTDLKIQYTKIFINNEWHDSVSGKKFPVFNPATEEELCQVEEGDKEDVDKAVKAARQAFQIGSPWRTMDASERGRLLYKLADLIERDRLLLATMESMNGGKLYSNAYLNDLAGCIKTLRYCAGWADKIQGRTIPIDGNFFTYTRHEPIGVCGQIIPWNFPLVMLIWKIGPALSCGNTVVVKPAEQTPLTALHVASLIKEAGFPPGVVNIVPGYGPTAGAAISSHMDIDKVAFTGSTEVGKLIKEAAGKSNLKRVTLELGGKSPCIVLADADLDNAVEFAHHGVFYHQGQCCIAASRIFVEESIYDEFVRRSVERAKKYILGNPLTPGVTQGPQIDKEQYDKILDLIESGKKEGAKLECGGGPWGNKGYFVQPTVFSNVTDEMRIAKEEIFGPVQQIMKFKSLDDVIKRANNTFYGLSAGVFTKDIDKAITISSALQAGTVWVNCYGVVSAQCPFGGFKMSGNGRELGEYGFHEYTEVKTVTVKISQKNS
# Tau fibril ThT – blocks human tau fibril formation measured by thioflavin T. recombinant tau K18 P301L (four-repeat tau fragment), heparin-induced fibrillization, ThT fluorescence. Potency, µM (highest dose often 57.4 µM), for the others: at the top dose activity, negative = inhibition, hits mostly inhibitors. AID 1460. P10636. hit rate 2.1% among 270,000; also: % is scaled to controls: 0 for no effect and ±100 for the full control effect; nearly all actives have a fitted effect of over 55% in size
# Target sequence (P10636 561-689 P618L limits assumed): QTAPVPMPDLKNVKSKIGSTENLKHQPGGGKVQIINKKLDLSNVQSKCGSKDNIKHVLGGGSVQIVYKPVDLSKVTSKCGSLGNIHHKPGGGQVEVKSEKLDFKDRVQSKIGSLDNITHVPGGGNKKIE
#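 Aggregation was driven by heparin (20 uM final) acting on recombinant tau […] bearing P301L in 100 mM sodium acetate pH 7; fibrils were detected with Thioflavin T.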
# KDM4E inh – inhibitors of human JMJD2E histone demethylase; B2RXH2; JMJD2E catalytic domain, FDH-coupled NADH fluorescence (FDH is formaldehyde dehydrogenase); Potency, µM (doses to about 57.1 µM), without a hit: at the top dose activity change, negative = inhibition, hits mostly inhibitors; hit rate 1.6% among 230,000; AID 2147; active = well fitted inhibition curve with a large enough effect, not every such curve was filed as active; inconclusive = small, poorly fitted or top-dose-only effect, or another doubt; inactive = no such curve, though single readings can be large or run the other way;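 also: 0% = wells with enzyme and -100% = buffer wells without enzyme; nearly all actives have a fitted effect of over 50% in size; many of its hits are not listed in these tables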
# Target sequence (B2RXH2 1-337 limits assumed): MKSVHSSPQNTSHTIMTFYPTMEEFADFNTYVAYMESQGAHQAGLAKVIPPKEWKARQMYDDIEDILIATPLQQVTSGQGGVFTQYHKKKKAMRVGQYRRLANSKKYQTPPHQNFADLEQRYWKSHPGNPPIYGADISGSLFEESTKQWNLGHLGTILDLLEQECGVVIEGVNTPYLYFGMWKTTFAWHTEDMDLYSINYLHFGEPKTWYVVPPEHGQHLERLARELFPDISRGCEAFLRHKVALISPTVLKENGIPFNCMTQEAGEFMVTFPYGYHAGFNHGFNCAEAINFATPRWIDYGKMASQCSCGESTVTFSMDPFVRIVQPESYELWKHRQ
# Starred values were filed as active, the others as inactive; i = inactive; u = inconclusive; x = not tested or not shown; & = joins results of further samples; [ ] = dose if it differs, or a comment. Unless noted, calls follow the shape of the dose curve; as a rule, active = well fitted curve in the direction sought with a large enough effect; inconclusive = small, poorly fitted or top-dose-only effect, or another doubt; inactive = no such curve, though single readings can be large; an effect the other way counts as inactive or inconclusive. Potency is read from the fitted curve at half-maximal effect. An excerpt; rates above refer to the full screens.
SMILES,RECQ1 inh,Luc counter,LMNA splice mod,SMN2 splice up,L3MBTL1 inh,ALDH1A1 inh,Tau fibril ThT,KDM4E inh
CC(=O)C1=C(C)NC(SCC(=O)c2ccc(F)cc2)=C(C#N)C1c1ccco1 (stereo unspecified),-18.6%,-3.0%,7.7%,9.9%,-2.7%,12.6µM*,15.8µM*,-24.2%
Cc1cc(NC(=O)CSc2ccc3c(c2)OCCO3)no1,13.1%,-0.1%,-6.1%,-6.1%,-1.6%,u,2.6%,2.3%
CCOc1ccc(NC(=O)N2CC=C(n3c(=O)[nH]c4ccccc43)CC2)cc1,-6.9%,-0.3%,u,-19.6%,-0.1%,u,u,-0.5%
CCCC(CCC)=NNc1ccc(S(=O)(=O)Nc2ccccc2OC)cc1[N+](=O)[O-],i,2.1%,u,-39.8%[inhibitor],u,12.4%,u,-14.9%
COc1cc2cc(CN(C(=O)Nc3ccccc3)C3CCCC3)c(=O)[nH]c2cc1OC,-5.6%,-2.9%,6.7%,9.5%,1.5%,u,-15.9%,u
O=C1C=CCCC1,-0.6%,x,x,9.6%,9.1%,u,x,x
CCOc1ccc2nc(SC3CC(=O)N(c4ccccc4)C3=O)sc2c1 (stereo unspecified),-17.1%,6.0%,u,9.0%,-0.1%,14.1µM*,u,u
CCOc1nc(C)ccc1-c1noc(-c2ccncc2)n1,-4.8%,0.7%,-8.4%,29.2%,12.9%,-5.7%,-2.3%,1.9%
O=C(c1ccc(OCC2CCCO2)cc1)N1CCc2ccccc2C1 (stereo unspecified),i,1.4%,-5.5%[46 µM],15.2%,-0.6%,10.3%,-13.0%,-3.9%
O=C(CN1CCOc2ccccc21)NCc1ccco1,-2.6%,-5.0%,14.2%,-13.7%,-13.8%,11.2µM*,u,0.5%
CC(C)n1c(SCC(=O)Nc2ccccc2N2CCCCC2)nc2c1c(=O)n(C)c(=O)n2C,-7.1%,0.3%,u,-8.9%,-5.9%,4.9%,3.8%,-8.3%
Cc1ccc(/C=C2/N=C(c3ccccc3)NNC2=O)cc1,-1.7%,x,x,x,3.7%,x,u,4.4%
CCC(=O)Nc1cc(C(=O)OCC(=O)c2ccccc2)ccc1C,-0.5%,-2.0%,-5.2%,x,3.1%,11.1%,7.0%,-0.7%
CCOC(=O)c1nn(-c2cccc(OC)c2)c2nc(Nc3ccccc3)cc(=O)n12,-2.7%,12.9%,-3.7%,12.5%,-2.2%,-10.4%,-6.7%,471.8%[activator]
Cc1cc(C)n(Cc2ccccc2Cl)n1,4.7%,-1.2%,12.2%,-7.4%,-3.4%,5.1%,-3.9%,3.0%
CCCCc1nc2sc3c(c2c(=O)n1NC(=O)c1ccco1)CC(C)(C)OC3,-0.4%,x,x,x,-6.5%,x,-10.1%,0.8%
COC(=O)c1cn(NC(=O)Cc2ccccc2OC)c(=O)c2ccccc12,-8.3%,1.6%,x,-0.7%,-11.0%,-4.2%,-2.1%,u
CC1=NN(c2nc(-c3ccccc3)cs2)C(=O)C1,u,-0.4%,8.9%[0.0737 µM],0.6%,-5.5%,-10.7%,u,-16.4%
COc1cc(OC)cc(C(=O)Nc2cccc(-c3ccc4nncn4n3)c2)c1,i,2.5%,-4.3%[46 µM],0.8%,8.2%,0.0%,0.9%,-1.8%
Cc1ccc(CNC(=O)/C=C/c2ccccc2Cl)cc1,0.1%,-5.2%,1.8%,22.5%,-3.7%,7.8%,-11.4%,7.6%
Cc1occc1-c1nnc(SCCNCCO)o1,-11.8%,-0.7%,u,-20.9%,13.8%,15.5%,-2.2%,-0.7%
COC(=O)/C(=C/c1ccco1)NC(=O)c1ccc(Br)o1,i,-0.4%,x,4.9%,-8.1%,20µM*,-14.5%,-1.6%
O=C(COc1ccccc1[N+](=O)[O-])NC1CC1,6.7%,-0.6%,x,25.9%,x,-0.2%,-0.7%,11.4%
NC(=O)Cc1ccc(C(=O)c2ccccc2F)s1,i,-1.1%,x,17.5%,x,-6.2%,-2.1%,-1.2%

# With a hit mark in Tau fibril ThT, among the entries above:
SMILES,RECQ1 inh,SMN2 splice up,L3MBTL1 inh,ALDH1A1 inh,Tau fibril ThT,KDM4E inh
CC(=O)C1=C(C)NC(SCC(=O)c2ccc(F)cc2)=C(C#N)C1c1ccco1 (stereo unspecified),-18.6%,9.9%,-2.7%,12.6µM*,15.8µM*,-24.2%

# (continued)
SMILES,RECQ1 inh,Luc counter,LMNA splice mod,SMN2 splice up,L3MBTL1 inh,ALDH1A1 inh,Tau fibril ThT,KDM4E inh
O=C(O)c1c2c(nc3ccccc13)/C(=C/c1ccc(O)cc1)CC2,28.2µM*,-5.7%,-7.1%[46 µM],-53.1%[inhibitor],3.98µM*,u,-17.6%,u
CC(=O)NCC(=O)OCC(=O)c1ccc(Br)cc1,i,-2.3%,12.7%,-1.0%,-0.3%,7.8%,1.7%,-10.1%
O=C(COC(=O)CC1CCCC1)Nc1cc2c(cc1Cl)C(=O)c1ccccc1C2=O,-21.5%,0.1%,2.7%,u,x,u,u,-5.3%
FC(F)(F)c1cnc(-c2cnc(-c3ccncc3)nc2)c(Cl)c1,-10.2%,2.0%,6.4%[9.22 µM],24.5%,13.9%,17.8µM*,u,-3.9%
Cc1cccc(NC(=S)N2CCN(Cc3ccccc3)CC2)c1C,-1.6%,x,-12.0%,x,-1.7%,u,-2.7%,10.2%
Cc1ccc(NC(=O)CNc2ccc(N3CCOCC3)cc2)cc1S(=O)(=O)N(C)C,i,2.3%,-2.1%[46 µM],-24.8%,-5.6%,10µM*,u,-3.0%
CCCCC(CC)CNC(=O)CCCCn1c(=O)[nH]c2ccsc2c1=O (stereo unspecified),-14.7%,-1.2%,u,5.0%&-6.6%,17.0%,0.9%,-2.0%&-6.6%,8.4%
CCOC(=O)/C=C1\SCC(=O)N1CC(=O)NC(C)C,-3.3%,-1.0%,-5.5%,9.1%,x,10.0%,-6.6%,7.7%
COCC(C)NC(=O)CSc1nc(-c2ccccc2)c(-c2ccccc2)o1 (stereo unspecified),i,-1.1%,u,-19.3%,x,-3.4%,-4.5%,41.9%
O=C1CC(C2CCCO2)C(=O)N1c1ccccc1 (stereo unspecified),i,-0.9%,-6.4%,-1.8%,0.3%,7.4%,3.8%,1.6%
O=C(NCCc1ccccc1)C(=Cc1ccc(C(=O)O)cc1)C(=O)NCCc1ccccc1,i,0.0%,u,20.5%,6.6%,7.7%,-6.0%,13.8%
O=C1CCCN1c1cccc(Br)c1,-5.4%,2.4%,3.1%,-13.0%,-16.9%,1.6%,-1.5%,3.3%
COC(=O)c1ccccc1NC(=O)N1CCN(C/C=C/c2ccccc2)CC1,8.6%,7.5%,-2.9%,4.6%,u,-10.2%,u,-3.6%
CCOC(=O)CS(=O)(=O)CC(=O)Nc1ccc([N+](=O)[O-])cc1OC,-2.6%,-2.6%,-4.8%[46 µM],5.0%,0.7%,u,1.2%,6.8%
O=c1cc2c(=O)oc3cc(O)c(O)oc3c2c(O)c1O,4.47µM*,x,10.4%[46 µM],x,0.316µM*,-9.4%,4.47µM*,3.98µM*
COc1ccc(C2CC(O)(C(C)(C)O)NO2)cc1 (stereo unspecified),-8.2%,-4.5%,16.4%,-6.5%,6.5%,0.9%,-9.1%,-5.7%
COc1ccc(C2(O)CCN(CCCCOc3ccccc3)CC2)cc1,-6.6%,-6.7%,u,x,x,u,-0.3%,-3.1%
O=C(Cc1cccs1)NCc1cccs1,-6.3%,-6.5%,14.4%,-13.2%,-6.0%,u,-1.2%,5.2%
Cc1cnn(-c2ccc3nnc(-c4ccc(Cl)cc4)n3n2)c1,-13.4%,-5.0%,-16.0%,-20.1%,-1.4%,u,-15.7%,-9.4%
COc1ccccc1CN1CCC2(CC1)CCN(C(=O)c1csnn1)CC2,-5.6%,-1.3%,x,-7.4%,x,-2.5%,x,x
O=C(c1cc2c(F)cccc2s1)N1CCCC1,-7.8%,-3.4%,-12.8%[9.22 µM],-1.1%,-2.4%,u,-4.6%,3.9%
O=C(CSc1nnc(-c2ccncc2)n1-c1ccc(F)cc1)NNC(=O)c1cccc(O)c1,-1.4%,2.9%,-2.8%,17.6%,6.9%,1.9%,-2.1%,2.2%
Cc1ccnc(NC(=O)CSc2ccccn2)c1,i,x,x,x,11.3%,-1.5%,-5.7%,3.5%
COCCNC(=O)CN1C(=O)COc2ccc(Cl)cc21,-1.2%,2.5%,0.1%,-1.0%,-3.3%,-1.1%,-1.2%,u
OCCN1CCN(c2ncnc3ccc(Br)cc23)CC1,-10.8%,2.3%,0.8%,-9.3%,-2.5%,1.7%,2.9%,5.0%
CC1=C(C(=O)OCc2ccccc2)C(c2ccc(C3CCCCC3)cc2)NC(=O)N1CCCCCC(=O)O (stereo unspecified),-12.0%,-0.7%,x,-21.3%,x,-3.0%,-23.9%,-7.3%
C#CCN(CC=C)C(=O)CCc1nnc(COc2ccccc2)o1,-1.2%,-3.8%,x,4.3%,-4.4%,-7.4%,-3.4%,-2.8%
CCn1c(COc2ccccc2C)nnc1SCC(=O)CC(=O)Nc1ccccc1,7.3%,0.8%,u,-11.0%,-4.7%,-4.7%,u,u
COc1cc(/C=C/C(=O)OCC(=O)NCC2CCCO2)ccc1OCC#N (stereo unspecified),-5.2%,-1.6%,3.0%,-0.7%,-0.9%,u,5.9%,u
O=C(CC(Nc1ccc(F)cc1)C(=O)OCC(=O)c1cccs1)c1ccccc1 (stereo unspecified),-8.2%,1.0%,-13.9%,u,-2.0%,11.2µM*,u,-5.4%
COCCn1c(C(=O)N(C)C)cc2c1C[C@H]1CN(C(=O)c3ccccc3)[C@@](Cc3ccc(F)cc3)(C(=O)OC)[C@@H]21,-6.0%,-4.4%,x,-15.3%,x,2.3%,-2.4%,-5.5%
Clc1ccc(NNc2ccnc3cc(Cl)ccc23)cc1,-3.3%,-0.9%,-0.8%,3.3%,-25.4%,-7.8%,3.16µM*,-4.4%
Cc1cc(-n2c(=O)c(C#N)cc3c(=O)n4cccc(C)c4nc32)no1,-2.2%,-0.6%,11.7%,1.5%,1.6%,u,-4.5%,u

# Screening data (PubChem)
